TAG inh = triacylglycerol accumulation inhibition; H9c2 cells, Nile Red lipid (TAG) fluorescence; cells loaded with 200 µM oleic acid; inhibition, % at 12.5 µM; actives 0.66% (n = 230,000);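 active = pattern-corrected inhibition of lipid staining of at least 50% with the nuclear-stain viability signal not falling by more than 50%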;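 note: 0% = DMSO wells and 100% = triacsin C control wells; some results filed as inactive read as strong as hits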
TAG inh DAPI viability = further read-out of TAG inh, marked with its call; DAPI nuclei signal change (viability), lower = more cytotoxic, %;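 whole-well DAPI fluorescence read on a plate reader as a viability signal; minus 50 percent equals half of cells still viable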
Starred values were filed as active, the others as inactive.

SMILES	TAG inh	TAG inh DAPI viability
CCCC(=O)NNC(=O)CC(=O)Nc1ccccc1C(=O)O	-5.8	5.4
O=C(OCc1cccnc1)C1=Cc2ccccc2OC1	2.6	0.0
Cc1ccc(NC(=O)c2ccccc2Cl)c(Cl)c1	3.4	5.9
COc1ccccc1OCC(=O)Nc1ncc(C)s1	12.1	0.0
Cc1ccc(NC(=O)c2ncn(CCCNCc3ccccn3)n2)cc1C	-6.3	2.9
COc1ccc(CNC(=O)Cc2ccc(OC)c(S(=O)(=O)N3CCOCC3)c2)cc1	8.6	-7.0
COc1ccc(-c2noc(CCC(=O)N3CCC(c4cc(C)ccc4C)CC3)n2)cc1	-9.5	14.2
COc1ccc(NC(=O)c2cnc3sccn3c2=O)cc1	2.6	7.7
Cc1noc(C)c1-c1ccc(C(=O)NCCC(F)(F)F)c2occc12	23.1	-10.2
O=C(O)CN1C(=O)N/C(=C\c2cccn2-c2ccc(P(=O)(O)O)cc2)C1=O	0.9	10.5
COCCOC(=O)c1c(NC(=O)CNc2ccc(C)c(F)c2)sc(C(N)=O)c1C	-31.0	-2.2
Cc1ccc(CSCC(=O)NCCCN2CCOCC2)cc1	5.1	-2.4
CC(=O)N/C(=C\c1ccc(F)cc1)C(=O)NC(C(=O)O)C(C)C (stereo not drawn)	-3.5	7.9
Cc1ccc(C(=O)OCC(=O)Nc2ccc(F)c(Cl)c2)o1	-25.6	8.5
COCCN(C(=O)CSc1ncccn1)c1c(N)n(Cc2ccccc2)c(=O)[nH]c1=O	6.4	1.4
Cc1nc2ccccn2c1C(=O)CSc1ccc(Cl)cc1Cl	-23.1	22.7
COc1ccccc1-c1nnc(SCC(=O)N2CCOCC2)n1-c1ccccc1	4.3	5.0
Cc1ccnc(N2CCC(C(=O)Nc3ccc4c(c3)OCO4)CC2)n1	4.2	6.5
OC(c1ccccc1)C(O)C(c1ccccc1)N1CCCCC1 (stereo not drawn)	10.1	-5.3
CCC1Nc2ncnc(N3CCN(c4ccccc4)CC3)c2N(Cc2ccc(C)cc2)C1=O (stereo not drawn)	13.5	-12.7
Cn1ccnc1SCC(=O)Nc1cc(S(=O)(=O)N2CCOCC2)ccc1Cl	-1.0	-16.9
CCn1c(SCc2nc3ccccc3[nH]2)nnc1-c1ccccc1OC	-13.3	1.2
O=C1C(=O)N(CCN2CCOCC2)C(c2ccccn2)/C1=C(/O)c1ccc(F)cc1 (stereo not drawn)	-10.3	-0.8
CN(Cc1ccccc1)C(=O)CCn1c(=O)oc2ccccc21	-8.2	17.6
Cc1noc(C)c1S(=O)(=O)N1CCCC(C(=O)N2CCC(C)CC2)C1 (stereo not drawn)	1.8	-6.3
O=C(CN1C(=O)C(=O)c2ccccc21)OCN1C(=O)c2ccccc2C1=O	3.7	-1.9
Cc1sc(NC(=O)C2CC=CCC2C(=O)O)c(C(=O)OC(C)C)c1C (stereo not drawn)	2.2	15.9
O=C(N/N=C/c1ccc(Cl)cc1)c1n[nH]c2c1CCCC2	58.8*	-29.7*
O=C(O)CCC(=O)Nc1ccc(Br)c(Cl)c1	16.3	-3.6
O=C(NCc1cccs1)C1CCCN1C(=O)Nc1cccc(Cl)c1 (stereo not drawn)	-8.1	-3.2
COc1ccccc1N1CCN(C(=O)Cn2c(=O)[nH]c3ccsc3c2=O)CC1	-8.7	-0.9
CC(Sc1nc2ccccc2c(=O)n1C)C(=O)NC1CCCCC1C (stereo not drawn)	-10.7	-2.3
COCOCCn1cc(CN2CCS(=O)(=O)N(Cc3ccc(-c4ccc(Cl)cc4)cc3)C(C)C2=O)nn1 (stereo not drawn)	-16.5	1.0
CSc1cccc(NC(=S)N(CCC(C)C)C2CCN(C(C)=O)CC2)c1	15.2	2.8
O=C(Cn1ccc([N+](=O)[O-])n1)Nc1ccccn1	-2.5	9.2
O=C(c1cccc(S(=O)(=O)N2CCc3ccccc32)c1)N1CCN(c2ccccn2)CC1	-18.5	-3.7
COC(=O)Nc1ccc(S(=O)(=O)N2CCCC(C(=O)N3CC(C)OC(C)C3)C2)cc1 (stereo not drawn)	-16.6	88.0
O=C(Nc1ccc(-c2csc(Nc3cccc(C(F)(F)F)c3)n2)cc1)c1ccccc1	51.3*	-4.9*
O=C(Cc1ccccc1F)Nc1ccccc1N1CCCC1	-24.4	-4.9
O=C(Cn1c(=O)oc2ccccc21)Nc1n[nH]c(=S)s1	-0.5	4.9
OCCn1c(-c2ccc3c(c2)OCO3)csc1=Nc1ccccc1	-20.5	4.7
N=c1ncn(CC(O)CO)c2nc(N3CCOCC3)[nH]c12 (stereo not drawn)	3.9	-5.2
O=C(c1n[nH]c(=O)c2ccccc12)N1CCN(c2ccc(F)cc2)CC1	-3.5	-7.8
CC(NC(=O)c1ccccc1NS(=O)(=O)c1ccc(CCC(=O)O)cc1)c1ccccc1 (stereo not drawn)	6.0	6.4
Cc1nn2c(-c3ccccn3)ccnc2c1Cl	8.5	-3.4
Cc1ccccc1Nc1nc(-c2sc(NC(=O)c3ccco3)nc2C)cs1	-10.8	2.2
Cc1nc(-c2cccnc2)sc1C(=O)N/N=C/c1ccccc1Cl	8.1	-8.7
COc1ccc(NC(=O)CC2SC(N)=NC2=O)c([N+](=O)[O-])c1 (stereo not drawn)	5.3	2.7
CCOc1ccccc1NC(=O)Cn1c(=O)oc2ccccc21	-17.0	7.1
Cc1nc(SCC(=O)NC2CCS(=O)(=O)C2)c(C#N)c(C)c1C (stereo not drawn)	-9.4	1.3
O=C1CC(c2ccccc2)Oc2ccc(Cl)cc21 (stereo not drawn)	7.8	-7.0
C=CCn1c(C)cc(C2=NNC(=NCc3ccccc3)SC2)c1C	-0.9	-0.3
CC(=O)Nc1nnc(Cc2c[nH]c3ccccc23)s1	-7.8	3.1
COc1ccc(/C=C/C(=O)c2ccc3c(c2)OCO3)cc1OC	-11.5	-1.8
CCCOCC(O)COc1ccccc1C(=O)N1CCOCC1 (stereo not drawn)	12.5	-11.2
COc1ccc(/C=N/NC(=O)c2nonc2N)cc1OC	7.4	-7.1
Clc1cc(Cl)c2nc(N3CCOCC3)sc2c1	5.6	7.0
COC(=O)c1cc(COC(=O)c2ccc(OC)c(S(=O)(=O)N3CCCC3)c2)oc1C	-30.6	2.0
Nc1c(C(=O)CSc2nnc(-c3ccccc3)o2)c(=O)[nH]c(=O)n1C1CC1	8.9	-3.6
COCCN(C(=O)c1cc(CN2C(=O)c3ccccc3C2=O)ccc1OC)c1c(N)n(CC(C)C)c(=O)[nH]c1=O	-2.6	-7.6

Next part.
SMILES	TAG inh	TAG inh DAPI viability
Cc1ccc(Cc2ccc(C(=O)NNC(N)=S)o2)cc1	-12.1	1.4
NS(=O)(=O)c1ccc(NC(=S)NCc2ccco2)cc1	-0.3	-4.6
O=C(CC(c1ccccc1)c1cc(Cl)ccc1O)N1CCCC1 (stereo not drawn)	-22.0	-1.9
COc1ccccc1CN1CC(C(=O)N(C)Cc2[nH]c3ccccc3c2C)CCC1=O (stereo not drawn)	-12.3	4.3
CN1C(=O)CC(N2CCN(c3ncccn3)CC2)C1=O (stereo not drawn)	-9.6	-1.2
CCC(OC(=O)c1cccs1)C(=O)NC1CCCCC1 (stereo not drawn)	4.3	-13.7
CN1C(C(=O)NCC2CC2)CC2Cn3c(nc4cc5ccccc5cc43)C21 (stereo not drawn)	1.3	-1.9
CCOC(=O)c1cnc(-n2nc(C)cc2C)nc1NC1CCCCC1	-31.8	-7.6
C=CCNC(=O)Cc1c(OC)ccc2cc(Br)ccc12	2.7	-11.0
COc1ccccc1C1C2=C(CC(C)(C)CC2=O)N(CC(=O)O)C2=C1C(=O)CC(C)(C)C2	3.7	-2.7
COc1cc(/C=C/C(=O)OCC(=O)N(C)Cc2ccccc2)ccc1O	21.3	-3.8
O=C(N/N=C/c1ccc(O)cc1)c1csc2ccccc12	12.1	-5.9
C=CCc1cccc(/C=N/NC(=O)c2ccccc2Br)c1O	12.8	-11.2
CN(C1CCCCC1)S(=O)(=O)c1ccc(NC(=O)C2CCCCC2C(=O)O)cc1 (stereo not drawn)	-19.9	5.7
O=C(NCc1cn2ccccc2n1)c1ccco1	-3.4	7.0

In a second layout: 5 of the compounds above.
Sequence of screens – TAG inh | TAG inh DAPI viability
CN1C(C(=O)NCC2CC2)CC2Cn3c(nc4cc5ccccc5cc43)C21 (stereo not drawn)
→ 1.3 | -1.9
COc1ccccc1CN1CC(C(=O)N(C)Cc2[nH]c3ccccc3c2C)CCC1=O (stereo not drawn)
→ -12.3 | 4.3
O=C(CC(c1ccccc1)c1cc(Cl)ccc1O)N1CCCC1 (stereo not drawn)
→ -22.0 | -1.9
COc1cc(/C=C/C(=O)OCC(=O)N(C)Cc2ccccc2)ccc1O
→ 21.3 | -3.8
CN1C(=O)CC(N2CCN(c3ncccn3)CC2)C1=O (stereo not drawn)
→ -9.6 | -1.2

Further records follow:
SMILES	TAG inh	TAG inh DAPI viability
CCOC(=O)C1(CCCc2ccccc2)CCN(C(=O)CN2C(=O)CSC2=O)CC1	-1.7	-9.5
COc1ccc(C(CNC(=O)c2oc3ccc(Br)cc3c2C)N2CCCCC2)cc1 (stereo not drawn)	-9.6	30.5
COc1ccc(CCNC(=O)c2ccncc2)cc1OC	-12.0	1.4
O=C(NC(=O)c1cccc(Cl)c1)OC[C@@H]1CCCN2CCCCC12 (stereo partly drawn)	-5.4	12.6
CCc1nnc(NC(=O)C2COc3ccccc3O2)s1 (stereo not drawn)	-1.9	7.6
Cc1noc(C)c1COC(=O)COc1ccc(C#N)cc1	7.6	8.0
Cn1c(SCC(=O)N2CC(=O)Nc3ccccc32)nc2ccccc2c1=O	25.4	-2.1
CN(C)c1ccc(C(=O)Nc2ccc(CN3CCS(=O)(=O)CC3)cc2)cc1	-8.8	2.3
C[C@H](CO)N1C[C@H](C)[C@@H](CN(C)CC2CC2)Oc2c(NC(=O)Cc3ccccc3)cccc2C1=O	23.3	-4.2
Cc1ccc2c(c1)C(=C(C#N)C#N)C(=O)N2CCN1CCOCC1	1.5	-5.2
CCCn1c(NC(=O)c2ccccc2)nc2ccccc21	-0.8	-0.2
COc1ccccc1N1CCN(C(=O)c2sc3nc(-c4ccc(F)cc4)cn3c2C)CC1	15.6	-2.8
Cc1ccc(Nc2nc3ccccc3o2)cc1F	-7.5	10.7
NS(=O)(=O)c1ccc(NC(=S)N2CCN(c3ccccc3)CC2)cc1	0.3	-0.7
Cn1cc(SCC(=O)Nc2nc3ccccc3s2)c2ccccc21	4.7	-2.0

A different layout for 4 compounds above.
COc1ccccc1N1CCN(C(=O)c2sc3nc(-c4ccc(F)cc4)cn3c2C)CC1
  TAG inh: 15.6 | TAG inh DAPI viability: -2.8
Cc1ccc(Nc2nc3ccccc3o2)cc1F
  TAG inh: -7.5 | TAG inh DAPI viability: 10.7
NS(=O)(=O)c1ccc(NC(=S)N2CCN(c3ccccc3)CC2)cc1
  TAG inh: 0.3 | TAG inh DAPI viability: -0.7
Cn1cc(SCC(=O)Nc2nc3ccccc3s2)c2ccccc21
  TAG inh: 4.7 | TAG inh DAPI viability: -2.0

(list continues)
SMILES	TAG inh	TAG inh DAPI viability
O=C(CSc1nnc2ccccn12)c1ccc2c(c1)OCCO2	-11.5	7.6
O=C(NNC(=O)c1ccccc1O)c1cc2ccccc2o1	-9.3	-7.7
COC(=O)CC1=C(C(=O)OC)C(c2cccc(OCC(N)=O)c2)C(C#N)=C(N)O1 (stereo not drawn)	-11.0	4.0
CN(c1ccc(OCC(=O)N2CCCCC2)cc1)S(=O)(=O)c1cccs1	-10.3	-12.3
CCOC(=O)c1ccc(N2C(=O)CC(N(C)CCc3ccc(OC)c(OC)c3)C2=O)cc1 (stereo not drawn)	0.1	1.0
Cc1ccc(NC(=O)NCC(c2cccnc2)N2CCOCC2)cc1 (stereo not drawn)	0.1	-8.2
COC(=O)c1cccc(CN2C(=O)C(C)Oc3ccc(C)cc32)c1 (stereo not drawn)	9.5	-3.3
O=C(NCc1ccco1)c1cc2ccc(O)cc2oc1=O	10.0	24.6
O=C(CCCc1c[nH]c2ccccc12)NCc1ccc2c(c1)OCO2	46.7	-8.6
O=C(CNC(=O)c1cccc(Br)c1)N/N=C/c1cc(Br)cc(Br)c1O	7.0	-3.4
Cc1ccc(NC(=O)COC(=O)/C=C/c2ccccc2)cc1S(=O)(=O)N1CCOCC1	10.1	-3.6
COc1ccc(CNC(=O)CCCN2C(=O)NC3(CCCC3)C2=O)cc1	-0.9	5.1
C/C(=N\Nc1nccnc1Cl)c1ccc(F)cc1	-6.8	2.8
CCN(CC(=O)Nc1c(F)cccc1F)C(=O)c1cccc(S(=O)(=O)N2CCCCCC2)c1	6.4	-5.3
C=CCSc1nnc(-c2nnc(SCC=C)n2CC)n1CC	-4.7	-0.1
CC(C)n1c(SCC(=O)Nc2nc3ccccc3s2)nc2c1c(=O)n(C)c(=O)n2C	-9.0	-2.4
O=C(CNc1ccc(C(F)(F)F)cc1)Nc1cccc(S(=O)(=O)N2CCCC2)c1	-61.2	-5.7
CCN1CCN(c2nc3ccccc3nc2C(C#N)C(=O)OCc2ccccc2)CC1 (stereo not drawn)	11.1	2.7
O=C(NC1CCSC1=O)c1ccc(Oc2cccc(C(F)(F)F)c2)nc1 (stereo not drawn)	-1.3	2.3
C=CCN(C(=O)CCC(=O)Nc1cc(C)on1)C(C(=O)NC1CCCC1)c1cccnc1 (stereo not drawn)	-2.3	-5.7
O=C(Nc1cccc2cccnc12)c1cccc(Cl)c1	-6.4	-0.2
CCCOc1cc(NCc2ccccc2)c2ncn(C(C)C)c2c1	6.4	7.5
COc1ccc(S(=O)(=O)N(CC(=O)NCC2CCCO2)c2ccc(F)cc2)cc1OC (stereo not drawn)	5.3	2.7
CCN(CC(=O)Nc1ccccc1C(F)(F)F)C(=O)CCS(=O)(=O)c1ccc(Cl)cc1	-5.1	-1.4
CCOC(=O)Cc1csc(NC(=O)/C=C/c2ccc(Br)o2)n1	27.2	-0.7
O=C(NCCO)c1nc(C(=O)c2ccc(Cl)cc2)c2ccccc2n1	3.9	3.8
CCOc1ccccc1-c1nc(CN2CCCC2c2nccs2)c(C)o1 (stereo not drawn)	3.2	5.4
CC1(C(=O)NS(=O)(=O)c2cccs2)CCN1C(=O)Cc1ccccc1 (stereo not drawn)	5.5	-17.9
COc1ccc(NS(=O)(=O)c2ccc(C(=O)N(C)Cc3cccs3)cc2)cc1	-11.3	7.0
CC1CN(c2ccc([N+](=O)[O-])cc2Cl)CCN1S(C)(=O)=O (stereo not drawn)	-5.2	6.2

Screening data (PubChem BioAssay)

This is a subset; count on the stated rates, not on these rows.
